HEK293 cAMP cs: parental HEK293 cAMP activation (counter-screen); parental HEK293 CNG cAMP sensor, membrane potential fluorescence; AID 938; Potency, µM (titrated, usually from 57.1 µM), inactives show at the top dose activation, most hits filed as activators; 2.5% of 73,000 active; note: potency is the fitted concentration of half-maximal effect; % of control where 0% means no effect; nearly all actives have a fitted effect of over 55% in size
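Parental HEK 293 cells stably expressing a cAMP-gated CNG channel were loaded with membrane potential dye containing 100 uM RO 20-1724 for 60 min. Compound added for 30 min; depolarization read as fluorescence intensity at 590 nm.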
Rhodamine fluor: compound fluoresces in the rhodamine spectral region. 0.05% of 59,000 active. Rhodamine-region fluorescence, 547/598 nm, Tris buffer; hits give high values. max dye-equivalent concentration, M; in the data active = max dye-equivalent concentration above about 11 nM; inconclusive = between about 1.1 nM and that limit
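Compound fluorescence in 100 mM Tris, pH 8.0, read after 15 min at room temperature with 547 nm excitation and 598 nm emission. Output is dye-equivalent concentration from an on-plate rhodamine standard series.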
FLuc inh: blocks Photinus pyralis firefly luciferase activity; 2.2% of 72,000 active; Potency, µM (highest dose often 57.1 µM), for the others: top-dose activity change, negative = inhibition, actives largely listed as inhibitors; purified firefly luciferase, luminescence, 8 min; P08659; note: potency is the fitted concentration of half-maximal effect; % is set by controls: 0 for no effect and ±100 for the full control effect; nearly all actives have a fitted effect of over 40% in size
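Substrate buffer containing 10 uM ATP (pH 7.2 imidazole, Mg2+, KCl, detergent, BSA) is dispensed, compound pinned in, then luciferase/luciferin detector mix added. After 8 min at ambient temperature, light output is measured.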
TexasRed autofl: Texas Red region autofluorescence | 0.06% of 59,000 active | max dye-equivalent concentration, M | Compound fluorescence, Texas Red channel, 547/618 nm; hits give high values; in the data active = max dye-equivalent concentration above about 10 nM; inconclusive = between about 1.1 nM and that limit
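Texas Red-region profiling: compounds in 100 mM Tris pH 8.0 were read at 547/618 nm after 15 min at room temperature. Intensities were normalized against a six-point Texas Red standard series to give dye-equivalent concentration.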
Fluorescein fluor: compound autofluorescence in fluorescein spectral region; Compound autofluorescence, 480/540 nm, fluorescein-equivalent; hits give high values; 0.91% of 59,000 active; max fluorescein-equivalent concentration, M; in the data active = max fluorescein-equivalent concentration above about 10 nM; inconclusive = between about 1.1 nM and that limit
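Compounds were pin-transferred into 100 mM Tris buffer, pH 8.0, and incubated 15 min at room temperature. Fluorescence was read at 480 nm excitation/540 nm emission. Signals were normalized to an on-plate six-point fluorescein standard curve as dye-equivalent concentration.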
Tau filament bind: binders of human tau filaments; 2% of 71,000 active; recombinant tau filaments, thioflavin S fluorescence, 15 h; filaments grown with octadecylsulfate alongside compound; AID 596; Potency, µM (series often up to 57.1 µM), inactives show at the highest dose activity change, negative = inhibition;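 note: potency is the fitted concentration of half-maximal effect; % is set by controls: 0 for no effect and ±100 for the full control effect; actives lower thioflavin S fluorescence by blocking filaments or displacing dye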
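His-tagged recombinant human tau (exons 2, 3, 10; 1 uM final) fibrillized with 30 uM sodium octadecylsulfate, 15 h at 37 C, in pH 7.4 HEPES buffer with 10 uM thioflavine S and 5 mM DTT. Reduced ThS fluorescence (450/510 nm) marks activity.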
HADH2 inh: blocks human hydroxyacyl-CoA dehydrogenase type II | Potency, µM (top dose mostly 57.1 µM), without a hit: at the highest dose activity change, negative = inhibition, usual class: inhibitors | Q99714 | recombinant HADH2, NADH fluorescence, beta-hydroxybutyryl-CoA | AID 886 | 3.4% of 73,000 active; note: potency is the fitted concentration of half-maximal effect; % is set by controls: 0 for no effect and ±100 for the full control effect; nearly all actives have a fitted effect of over 60% in size; many of its hits are not listed in these tables
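Buffer 100 mM Tris-HCl pH 9.0/0.01% Tween-20; HADH2 20 nM; NAD+ 1 mM; beta-hydroxybutyryl-CoA 90 uM (all final). 15 min cpd preincubation, RT.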
ERK AVP inh: inhibitors of vasopressin-stimulated ERK signaling pathway. HEK293-V1b, vasopressin-stimulated pERK AlphaScreen. Potency, µM (doses to about 57.5 µM), for inactives: top-dose activity, negative = inhibition, hits mostly inhibitors. 0.99% of 72,000 active; note: potency is the fitted concentration of half-maximal effect; % is set by controls: 0 for no effect and ±100 for the full control effect; nearly all actives have a fitted effect of over 55% in size
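qHTS, compounds titrated on V1b-expressing HEK293 cells. Preincubation 30 min at 37C, vasopressin 25 nM for 5 min, lysis 10 min, bead incubation 5 hr at room temperature.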
Casp1 inh: blocks human caspase-1 allosterically or competitively. Potency, µM (top dose mostly 57.5 µM), inactives show at the highest dose activity change, negative = inhibition, usual class: inhibitors. P29466. 0.03% of 75,000 active. Caspase-1 enzyme, Ac-WEHD-AFC fluorogenic rate;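 note: potency is the fitted concentration of half-maximal effect; plate controls were vehicle for no effect and no substrate for full effect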
USP2a inhib: blocks human ubiquitin-specific protease USP2a. Potency, µM (series often up to 38.3 µM), for inactives: at the top dose activity change, negative = inhibition, usual class: inhibitors. AID 927. O75604. USP2a enzymatic assay, qHTS inhibition. 0.1% of 60,000 active;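 note: potency is the fitted concentration of half-maximal effect; nearly all actives have a fitted effect of over 60% in size; plate controls were DMSO for no effect and NEM full inhibition control for full effect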
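20 nM USP2 core + cpd, 30 min RT; add 20 nM Ub-PLA2/20 uM NBD C6-HPC; read Ex460/Em535 at 0 h and 2.5 h. Normalized to NEM; qHTS curve fit/classification.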
Casp7 inh: allosteric or competitive inhibitors of human caspase-7; recombinant caspase-7, Ac-DEVD-AFC fluorescence rate; Potency, µM (titrated, usually from 57.5 µM), for the others: at the highest dose activity change, negative = inhibition, actives largely listed as inhibitors; 0.02% of 75,000 active; AID 889; active = well fitted inhibition curve with a large enough effect in the main read-out, with a control signal flat, not every such curve was filed as active; inconclusive = small, poorly fitted or top-dose-only effect, or a change in a side signal; note: potency is the fitted concentration of half-maximal effect; % of control where 0% means no effect
* marks the source's active call; other numbers are inactive results; i = inactive; ? = inconclusive; / = not tested or not shown; [ ] = remark or other dose. Unless noted, calls come from the whole dose curve; as a rule, active = well fitted curve in the direction sought with a large enough effect; inconclusive = small, poorly fitted or top-dose-only effect, or another doubt; inactive = no such curve, though single readings can be large; an effect the other way counts as inactive or inconclusive. The list is partial; rates above refer to the full screens.

Fields – HEK293 cAMP cs, Rhodamine fluor, FLuc inh, TexasRed autofl, Fluorescein fluor, Tau filament bind, HADH2 inh, ERK AVP inh, Casp1 inh, USP2a inhib, Casp7 inh
> Cc1nnc(SCC(=O)Nc2ncc3c(n2)CCCC3=O)s1
  5%, i, 4%, i, i, 3%, -5%, 39%[activator], 0%, -3%, -1%
> COc1ccc2c(c1)c1c(n2C(C)=O)C(OC(C)=O)=NCC1
  5%, i, 2%, i, ?, 6%, -13%, -8%, -5%, 4%, -4%
> Cn1c(CCN2CCCCC2)nc2cc(NS(=O)(=O)c3ccc(F)cc3)ccc21
  9%, i, 1%, i, i, -3%, 4%, -13%, 4%, 5%, -1%
> CC(C)=CC(=O)Nc1ccccc1Br
  6%, i, -1%, i, i, -5%, -3%, -6%, 0%, -8%, -1%
> O=C1[C@H]2[C@H]3[C@H](O)[C@H](O)C/C(=N/OCc4ccccc4)[C@@H]3CC[C@@H]2C(=O)N1C[C@@H]1CCCO1
  ?, /, 2%[11.4 µM], /, /, /, -6%[11.4 µM], 7%[11.5 µM], 1%[11.5 µM], /, 0%[11.5 µM]
> CCOc1cc(CN2CCN(c3ccc(C(C)=O)cc3)CC2)ccc1OC
  13%[11.4 µM], /, -8%, /, /, 9%[11.4 µM], -13%[11.4 µM], -31%, -1%, 5%[7.66 µM], 0%
> C=CCn1c(SCC(=O)Nc2nnc(CC)s2)nnc1-c1ccco1
  2%, i, 1%, i, i, 12%, 5%, 19%, 1%, 3%, 2%
> CCOc1ccccc1OCC(=O)Nc1ccc(S(=O)(=O)N(C)C)cc1
  9%, i, 1%, i, i, 1%, 10%, 6%, -1%, 8%, -1%
> COc1ccc2oc(C(=O)c3ccccc3)c(NC(=O)CN3CCN(C)CC3)c2c1
  ?, i, -1%, i, i, 4µM*, 26%, -18%, -4%, 55%[activator], -2%
> CCOC(=O)Nc1ccc2c(c1)N(C(=O)N(CC)CC)c1ccccc1CC2
  6%[11.4 µM], /, 0%, /, /, -10%[11.4 µM], -2%[11.4 µM], 6%, -2%, 31%[activator][7.66 µM], -2%
> CCNc1nc(NCC)nc(N(C)n2cnnc2)n1
  -4%, i, 6%, i, i, 9%, 6%, -28%, 1%, -5%, 2%
> Clc1ccc(-c2nc(-c3ccccn3)no2)cc1Cl
  2%[11.4 µM], /, 3.2µM*, /, /, 212%[11.4 µM], 9%[11.4 µM], ?, 0%, 5%[7.66 µM], 2%
> CC(=O)NC(Cc1ccccc1)C(=O)NC1CCN(C(=O)c2cnccn2)CC1 (configuration not stated)
  13%, i, 1%, ?, ?, -16%, -1%, -3%, -1%, -7%, 0%
> Fc1cccc(Nc2cc(-n3cccn3)ncn2)c1
  -7%, i, -4%, i, i, -2%, 6%, ?, -1%, 5%, -1%
> CC(C)c1ccc(NC(=O)C2CCCN(S(=O)(=O)c3cnc[nH]3)C2)cc1 (configuration not stated)
  12%, /, -8%, /, /, 1%, 14%, -11%, -1%, /, -3%
> COc1ccccc1-c1nc(Nc2ccncc2)c2ccccc2n1
  4%, i, 3%[2.29 µM], i, i, 60%, ?, ?, -5%, 107%[activator], -11%
> COCCCNC(=O)CSc1nc2ccc(N3CCOCC3)cc2c(=O)n1CCc1ccccc1
  4%, i, 1%, i, ?, -18%, ?, -6%, ?, 15%, -18%
> O=C(O)Cn1c(C(F)(F)F)nc2ccccc21
  8%, i, -1%, i, i, -4%, -9%, 2%, 0%, 1%, 1%
> Cc1c(NC(=O)c2ccco2)cccc1-c1nc2cccnc2s1
  5%, /, ?, /, /, 19%, -1%, /, -5%, /, -5%
> Clc1ccc(OCc2nc(-c3ccccn3)no2)c(Br)c1
  14%, /, 2.5µM*, /, /, 78%, -5%, -7%, -1%, /, -12%
> Cc1nc(C)c(C(=O)Nc2cccc(C)c2C)o1
  8%, /, -1%, /, /, 16µM*, 10µM*, 15%, -2%, /, -3%
> CCN(CC)CCOc1ncnc2c1oc1ccccc12
  1%, i, 3%, i, i, 9%, 6%, 5%, -2%, 8%, 0%
> CCOc1ccc(NC(=O)CSc2nnc(Cn3c(=O)sc4ccccc43)n2C)cc1
  6%, /, 1%, /, /, i, 19%, 27%, 1%, /, -2%
> O=C(Nc1nccs1)NC1CCCCC1
  ?, i, -2%, i, ?, 0%, -6%, 5%, 2%, 1%, -1%
> O=C1CCCCCN1Cc1nnc(SCc2nc3ccccc3s2)n1-c1ccccn1
  -3%, i, ?, i, ?, -8%, -3%, -9%, -2%, 23%, 6%
> CCC(COC(=O)Nc1cccc(C)c1C)NC(=O)OCC(C)C (configuration not stated)
  21%, i, 1%, i, i, -18%, 1%, -3%, 1%, 12%, -2%
> Cc1ccc(C(=O)C2=C(O)C(=O)N(CCN(C)C)C2c2ccccn2)o1 (configuration not stated)
  1%, i, 4%, ?, i, 26%, -11%, -13%, -8%, 0%, -12%
> O=C(O)C(CC(=O)N1CCOCC1)NCc1ccccc1 (configuration not stated)
  -2%, i, 1%, ?, ?, -3%, -2%, 10%, 1%, 1%, -2%
> O=C(c1ccc(Cn2c(=O)[nH]c3ccccc3c2=O)cc1)N1CCN(c2ccc(F)cc2)CC1
  -6%, i, 0%, ?, i, 17%, -4%, 14%, -2%, 36%[activator], -6%
> OC(CN1CCOCC1)C12CC3CC(CC(C3)C1)C2 (configuration not stated)
  5%, i, 3%, ?, i, -12%, 3%, -1%, -4%, 5%, -1%

HADH2 inh, hit marks shown above
SMILES | Rhodamine fluor | FLuc inh | Tau filament bind | HADH2 inh | ERK AVP inh | Casp1 inh | Casp7 inh
Cc1nc(C)c(C(=O)Nc2cccc(C)c2C)o1 | / | -1% | 16µM* | 10µM* | 15% | -2% | -3%

(more compounds)
Fields – HEK293 cAMP cs, Rhodamine fluor, FLuc inh, TexasRed autofl, Fluorescein fluor, Tau filament bind, HADH2 inh, ERK AVP inh, Casp1 inh, USP2a inhib, Casp7 inh
> Cc1nn(-c2ccccc2)c2sc(C(=O)N3CCOCC3)cc12
  ?, i, -8%, i, i, 7%, 4%, 3%, -2%, -6%, -5%
> Cn1c(-c2ccc(F)cc2)cnc1SCC(=O)Nc1ccccc1N1CCOCC1
  ?, i, -3%, i, i, 7%, 2%, 32µM*, -4%, 9%, 0%
> Cc1ccc(C)c(OCC(=O)Nc2ccc3c(c2)OCO3)c1C
  ?, i, -3%, ?, ?, -9%, -8%, -8%, -1%, -15%, -2%
> COC(=O)Nc1nc2c(C)cccc2s1
  1%, i, 1%, i, ?, 0%, 5%, -6%, 0%, -7%, -2%
> COc1ccc(OC)c(NC(=O)CSc2nc3c(c(=O)n(C)c(=O)n3C)n2C)c1
  -6%, i, 0%, ?, i, 2%, -10%, 3%, -1%, -3%, -1%
> CCn1nnnc1NCc1cccn1C
  25µM*, i, -1%, ?, i, 34%, 5%, 13%, -4%, 9%, -3%
> CCN1CCN(C(c2ccc(OC)c(OC)c2)c2nnnn2C(C)(C)C)CC1 (configuration not stated)
  12%, i, -6%, i, ?, 3%, 6%, -12%, 0%, 0%, -2%
> CCCCSc1nc(N)c(NC(=O)c2ccco2)c(=O)[nH]1
  4%, /, 2%, /, /, -2%, 4%, /, -1%, /, 3%
> O=C(NCC1CCCO1)c1ccc(CS(=O)(=O)Cc2ccc(F)cc2)o1 (configuration not stated)
  5%, i, 5%, i, i, 9%, 3%, 29%, 1%, -2%, 1%
> CC1CCCCC1NC(=O)Cn1c(CN2CCCCC2)nc2ccccc2c1=O (configuration not stated)
  ?, i, 1%, ?, i, -7%, 1%, 4%, -4%, 38%[activator], -4%
> CCOC(=O)c1sc2nc(C)n(CC(=O)NCC3CCCO3)c(=O)c2c1C (configuration not stated)
  -6%, i, -2%, i, i, 5%, 7%, 8%, 1%, -8%, -1%
> O=C1CCCC2=C1C(c1ccncc1)c1c(nc(SCc3ccccc3Cl)[nH]c1=O)N2 (configuration not stated)
  14%, i, 1%, i, i, 44%, -18%, -24%, -4%, 36%[activator], -2%
> Cc1noc(C)c1COC(=O)C1(c2cccc(F)c2)CCCC1
  ?, i, 5%, i, ?, -1%, 0%, 1%, -1%, 4%, -2%
> O=C(CCn1c(=O)c2ccccc2n(Cc2cccnc2)c1=O)NCc1ccc2c(c1)OCO2
  23%, i, 2%, i, i, 28%, -10%, -11%, -1%, -1%, 1%
> N#CC1=C(N)Oc2ccccc2C12C(=O)Nc1n[nH]c(-c3ccccc3)c12 (configuration not stated)
  12%, i, -2%, ?, ?, 5%, -16%, -17%, 1%, -3%, 3%
> COC(=O)c1ccccc1NC(=O)CN(c1ccccc1)S(=O)(=O)N(C)C
  ?, i, 3%, i, i, -3%, 12%, -22%, 0%, 2%, 1%
